APJ agonist: APJ receptor agonism; P35414; CHO-K1 APJ PathHunter beta-arrestin, luminescence; 0% DMSO wells, 100% apelin; activation, % at 20 µM; hit rate 0.11% among 330,000; AID 2520;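 active = activation more than six SD over the plate average, tested at 20 µM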;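 also: 0% = DMSO alone and 100% = apelin-13 at 10 nM; some results filed as inactive read as strong as hits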
Target sequence (P35414 whole entry, looked up): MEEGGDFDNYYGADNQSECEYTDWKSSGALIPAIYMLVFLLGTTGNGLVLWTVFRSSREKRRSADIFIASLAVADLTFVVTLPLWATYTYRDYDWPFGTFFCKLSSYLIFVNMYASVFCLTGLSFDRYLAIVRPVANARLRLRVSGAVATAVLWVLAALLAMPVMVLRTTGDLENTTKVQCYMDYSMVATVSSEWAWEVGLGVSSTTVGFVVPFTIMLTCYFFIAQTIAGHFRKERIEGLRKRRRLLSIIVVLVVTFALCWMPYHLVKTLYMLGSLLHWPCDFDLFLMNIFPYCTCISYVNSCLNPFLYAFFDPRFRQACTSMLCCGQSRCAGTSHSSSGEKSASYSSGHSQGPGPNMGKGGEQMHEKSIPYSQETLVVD
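Test system – PathHunter CHO-K1 APJ (AGTRL-1) beta-arrestin reporter cells · Input – 1000 cells/well · Compound – single test compound dose, 20 µM final, 1% DMSO · Times – compound stimulation 90 min at 25 °C, detection 60 min · Technique – beta-gal luminescence · Read-out basis – APJ–arrestin association signal · Control set – negative DMSO alone, positive Apelin-13 at 10 nM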
tim23-1 inh: tim23-1 yeast growth inhibition | S. cerevisiae tim23-1 growth, BacTiter-Glo luminescence, 24 h | inhibition, % at 20 µM | AID 463212 | hit rate 1.3% among 330,000;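 active = growth inhibition of the mutant yeast at or above 50%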;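 also: temperature-sensitive mutant grown at 25 °C; plate controls were DMSO-treated mutant yeast for no effect and medium wells lacking yeast for full effect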
UPR CHOP act: apoptotic UPR (CHOP) activation; CHO-CHOP luciferase reporter, luminescence; percent of tunicamycin response over DMSO baseline; hit rate 0.34% among 330,000; activation, % at 10 µM;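 active = at 10 µM dose, activation of 40% or more, normalized to positive control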;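 also: 100% = tunicamycin at 10 µg/mL and 0% = DMSO alone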
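Test system: CHO-CHOP cells, stable luciferase reporter of PERK-eIF2a-CHOP signalling | Quantity: 500 CHO-CHOP cells per well | Buffer or medium: F12 plus 10% serum | Compound dosing: 10 µM single point, 0.5% DMSO | Schedule: 6 h compound treatment, 37 °C | Signal: Luciferase luminescence | Control set: Tunicamycin high control, DMSO low control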
TIM10 inh: TIM10 yeast growth inhibition | S. cerevisiae TIM10 strain growth, BacTiter-Glo luminescence, 24 h | inhibition, % at 10 µM | hit rate 1.4% among 330,000;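 active = inhibition of 40% or more at the single tested concentration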;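 also: wild-type TIM10 isogenic control strain grown at permissive 25 °C; 0% = DMSO yeast wells and 100% = minimal medium wells without yeast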
Mdm2 MdmX PPI: disrupts the human Mdm2-MdmX interaction. O15151+Q00987. SaOS-2 split-luciferase Mdm2/MdmX complementation, luminescence. inhibition, % at 8 µM. hit rate 3% among 330,000. AID 485346;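 active = inhibition of at least 50% at 8 µM in the primary screen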
GRIN3A LBD mod: NR3A (human) ligand-binding domain modulation. NR3A LBD differential scanning fluorimetry, Tm shift; 0% = protein alone, 100% = glycine-bound protein. Tm shift relative to glycine control, % at 25 µM. hit rate 2.5% among 340,000. AID 1259313;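 active = melting temperature shift of at least 10% of the positive control shift, at one fixed dose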
tim10-1 inh: inhibits growth of tim10-1 mutant yeast. AID 463190. hit rate 2.2% among 330,000. inhibition, % at 20 µM. S. cerevisiae tim10-1 ts strain growth, BacTiter-Glo, 24 h;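 active = inhibition of at least 40%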;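 also: mutant grown at 25 °C; 0% = DMSO wells with yeast and 100% = wells holding no yeast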
NLRP3 yeast inh: blocks the NALP3 inflammasome reconstituted in yeast. AID 2825. inhibition, % at 10 µM. hit rate 0.39% among 330,000. Yeast reconstituted NLRP3/ASC/caspase-1, beta-gal luminescence, 24 h;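 active = inhibition of 50% or more; inactive = inhibition below 50%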;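 also: plate controls were induced DMSO wells for no effect and uninduced yeast grown without galactose for full effect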
UPR XBP1 act: adaptive UPR (XBP1) activation; CHO-XBP1 luciferase reporter, IRE1-XBP1 UPR activation, luminescence; percent of tunicamycin response, DMSO as zero; activation, % at 20 µM; hit rate 0.33% among 330,000;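 active = versus positive control, 20 µM dose yields 30% or more activation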;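 also: 100% = tunicamycin at 10 µg/mL and 0% = DMSO only wells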
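Material: CHO-XBP1 cells stably carrying IRE1-XBP1-driven luciferase reporter / Amount: 1000 cells per well / Compound: 20 µM, 1% DMSO / Times: 6 h treatment, 37 °C / Detection: luciferase luminescence / Measure: % activation of reporter signal versus tunicamycin and DMSO controls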
Active calls of the source: *. Hits appear at their usual frequency. About 8.2% of those tested had a hit in this group.

SMILES	APJ agonist	tim23-1 inh	UPR CHOP act	TIM10 inh	Mdm2 MdmX PPI	GRIN3A LBD mod	tim10-1 inh	NLRP3 yeast inh	UPR XBP1 act
C/C(=N\NC(=O)c1ccc(Cl)cc1)c1cccc(NC(=O)c2cccnc2)c1	0	-18	3.7	1	-11	0	-7	-11	0
O=C(Nc1c(Cl)cc(Cl)cc1C(=O)NCCN1CCOCC1)c1ccc(Cl)cc1Cl	-3	19	-0.4	-2	8	-1	15	15	2
O=S1(=O)c2cccc3cccc(c23)N1Cc1ccc(-c2nnco2)cc1	1	32	-0.2	3	7	5	24	2	-3
C=CCn1c(SCC(=O)N2CC(=O)Nc3ccccc32)nc2scc(-c3ccccc3)c2c1=O	2	10	0.8	12	27	1	11	4	1
CCOC(=O)Cc1csc(N/N=C/c2ccc(Cl)cc2)n1	0	20	-2.4	27	-16	-11	31	32	-5
CC1CCC(C(=O)c2c(O)c3ccccc3oc2=O)CC1 (stereo unspecified)	-3	24	-0.1	-18	-4	-3	-14	3	1
O=C(CC1C(=O)NCCN1Cc1ccoc1)NCCc1ccc(Cl)cc1 (stereo unspecified)	-1	4	0.0	-2	-2	-1	-4	5	-3
COc1ccccc1-c1noc(CCC(=O)NC2CCCCC2)n1	-1	19	1.0	16	17	-1	14	17	-1
CCn1c2ccccc2c2nc3ccccc3nc21	-5	43	2.1	7	-12	-2	43*	-26	10
COc1ccc(CCNC(=O)c2noc(C)c2[N+](=O)[O-])cc1OC	-4	5	4.5	7	-7	-3	-4	6	-8
CN(CC(=O)Nc1ccccc1Cl)C(=O)COC(=O)c1cccs1	0	14	1.8	2	-19	-1	6	17	4
CC(=O)c1ccc(S(=O)(=O)NCCC(=O)OCC(=O)NCCc2ccccc2)cc1	0	-1	0.7	-1	1	-2	13	-6	-4
C=CCOc1ccc(C2C(C#N)=C(N)N(Nc3ccccc3)C3=C2C(=O)CC(C)(C)C3)cc1OC (stereo unspecified)	0	5	0.4	-7	16	-3	10	1	2
Cc1ccccc1NC(=O)Cc1nc(COC(=O)COc2ccc(C(C)(C)C)cc2)cs1	-4	34	-2.7	15	-8	-9	24	3	-2
OC(COC1CCCCC1)CN1CCCCC1 (stereo unspecified)	0	-8	0.3	-2	8	-1	-3	13	2
Cc1ccn2c(CN3CCOCC3)c(-c3ccccc3)nc2c1	-3	12	0.9	7	-20	-2	7	14	1
CCOc1ccc(NC(=O)c2ccc3c(SCC(=O)O)c4c(nc3c2)CCCC4)cc1	-2	8	-1.8	9	9	-2	3	4	-6
Cn1c(=O)n(C)c2cc(NC(=O)Cc3ccccc3[N+](=O)[O-])ccc21	0	-9	1.9	-5	20	-1	-2	21	-2
COc1ccc(Nc2cc(Cl)nc(N)n2)cc1	-2	-1	1.2	-3	2	0	-1	18	1
COC(=O)Cn1c(CCS(=O)(=O)c2ccc(C)c(C)c2)nc2ccccc21	-3	15	-1.0	-5	17	-1	29	-1	-3
CCN(/N=C/c1ccccc1)c1cc(=O)n(C)c(=O)[nH]1	5	20	0.2	19	15	-2	5	7	4
O=c1oc2ccccc2c2c1ncn2CCN1CCOCC1	-2	0	-1.1	-2	10	-3	6	-12	2
COc1ccccc1NC(=O)Nc1nnc(CC(=O)Nc2cccc(C)c2)s1	-4	16	-1.3	2	10	-8	5	0	-3
CCc1ccc(NC(=O)C(C)OC(=O)C2CCC(=O)N2)cc1 (stereo unspecified)	-3	3	2.1	11	-15	-2	-19	-2	-2
CCc1cccc(OC2OC(CO)C(O)C(O)C2NC(C)=O)c1 (stereo unspecified)	0	6	-0.5	1	7	-1	3	-4	0
(more compounds)
SMILES	APJ agonist	tim23-1 inh	UPR CHOP act	TIM10 inh	Mdm2 MdmX PPI	GRIN3A LBD mod	tim10-1 inh	NLRP3 yeast inh	UPR XBP1 act
COc1nccnc1NS(=O)(=O)c1ccc(NC(=S)NC(=O)c2ccccc2F)cc1	-2	2	1.5	0	12	-1	1	18	0
CC(C)c1nnc(-c2ccc(Cl)cc2)c(N(C)C)n1	-2	18	2.9	1	15	-1	19	-3	0
CCCn1nnc(NC(=O)c2sc3ccccc3c2Cl)n1	-4	53*	2.6	22	-45	3	19	51*	-1
COc1cccc(/C=C/C(=O)OCC(=O)Nc2cccc(S(=O)(=O)N3CCCCC3)c2)c1OC	-1	7	1.7	-8	-6	-4	11	9	-1
CC1=C/C(=N\OS(=O)(=O)c2ccccc2)C=CC1=O	41*	16	-11	69*	89*	-4	77*	4	-6
Cc1ccc(NC(=O)CS(=O)CC(=O)N2CCN(c3ccccc3)CC2)cc1 (stereo unspecified)	3	18	0.6	-6	-11	-2	9	23	3
CC(NS(=O)(=O)c1ccc(CCC(=O)N2CCN(C)CC2)cc1)c1ccccc1 (stereo unspecified)	5	9	0.6	2	3	1	4	7	-1
COc1cccc(C(=O)Nc2ccc(NC(=O)Cc3ccccc3)cc2)c1	1	15	0.0	-15	13	8	4	15	-2
O=C(Nc1ccccc1)OCCOc1ccc(Br)cc1	-3	18	0.4	0	8	4	7	41	-3
CCN(CC(=O)Nc1c(F)cccc1F)C(=O)/C=C/c1ccc2c(c1)OCO2	1	16	2.6	0	-31	2	26	9	-2
CNS(=O)(=O)c1cnccc1N1CCN(c2cccc(Cl)c2)CC1	-5	12	1.4	3	10	9	-4	3	1
COc1ccc(Cl)cc1C(=O)N1CCN(Cc2ccc3c(c2)OCO3)CC1	2	11	-1.1	11	16	1	-7	14	1
Cc1cccc(COc2ccc(/C=N/NC(=O)c3nnn(-c4nonc4N)c3C)cc2)c1	-1	5	2.4	1	5	4	6	10	-1
CCC(NC(C)C)C(O)c1ccc(O)c(O)c1 (stereo unspecified)	7	17	0.5	6	-11	0	8	6	-7
Cc1cc(C=O)c(C)n1-c1ccc(NC2CCCC2)c([N+](=O)[O-])c1	-4	45	1.6	3	26	2	6	31	-2
Cc1cccc(OCCCC(=O)NNC(=O)CCN2CCN(c3ccccc3)CC2)c1	-8	-17	-1.3	-8	24	4	-16	0	10
CCN=C(NCC)SC1CC(=O)N(c2ccc(OCC)cc2)C1=O (stereo unspecified)	-2	12	0.7	0	0	1	12	-2	0
Cc1ccc(C2CC2/C(=N/O)c2ccc(F)cc2)cc1 (stereo unspecified)	-2	17	2.2	-2	-12	4	8	31	6
COc1ccccc1NC(=O)c1nn(C)cc1Br	-1	19	-2.7	-9	10	3	9	23	0
O=C(Nc1nnc(SCC(=O)N2CCOCC2)s1)c1ccccc1	2	10	3.7	-2	3	-2	3	1	-1
N#Cc1c(N)nc(Sc2ccc(Cl)cc2)c(C#N)c1-c1ccccc1Cl	-3	-11	1.1	-3	80*	-9	-10	16	-5
Cc1ccc2c(Cl)cc(Cl)c(OCc3c(C)noc3C)c2n1	-3	8	-0.7	-3	35	0	6	-14	-2
Cc1ccc(C(=O)Nc2ccccc2N2CCCC2)s1	-2	20	2.7	14	11	2	13	6	4
CC(C)(C#N)NC(=O)C(=O)c1c(-c2ccccc2)cc2ccccn12	-4	14	-0.8	5	22	-3	3	13	-1
COc1ccc(OC)c(NC(=O)CSc2nnc(CNC(=O)COc3ccc(Cl)cc3)o2)c1	1	2	-0.9	10	13	5	15	6	-3
Further records:
SMILES	APJ agonist	tim23-1 inh	UPR CHOP act	TIM10 inh	Mdm2 MdmX PPI	GRIN3A LBD mod	tim10-1 inh	NLRP3 yeast inh	UPR XBP1 act
CCCCNC(=O)N(O)C1N(/N=C/c2cccnc2)C(=S)SC1(C)C (stereo unspecified)	-1	0	-0.6	6	1	-1	-8	18	-2
O=c1[nH]n(-c2ccccc2Cl)c(=O)c2ccccc12	-1	17	0.6	-4	-2	-2	3	14	3
O=S(=O)(c1ccc2ccccc2c1)N1CCN(C(=S)Nc2ccc(F)cc2)CC1	-1	23	0.2	35	22	3	35	16	-3
CCOC(=O)c1c(C)c(C(=O)NCc2ccco2)c(C)n1Cc1ccccc1	-4	7	1.2	-1	11	0	10	-4	-4
Cn1c(-c2ccc3c(c2)OCO3)cnc1NCc1ccccc1	-2	-20	2.3	-25	-33	1	9	0	0
CC(C)n1c(SCC(=O)Nc2ccc(N3CCOCC3)cc2)nnc1-c1ccco1	3	18	-0.7	-4	-40	-3	30	15	-1
CCc1ccccc1NC(=S)NCCSc1ccc(Cl)cc1	-3	18	-1.2	55*	8	-1	35	25	0
CC1CCc2c(sc3nc(CN4CCOCC4)nc(N4CCc5ccccc5C4)c23)C1 (stereo unspecified)	6	37	3.0	21	-27	0	22	28	-2
COc1cccc(C(=O)Nc2ccc(C3CC3(Cl)Cl)cc2)c1 (stereo unspecified)	-1	21	4.7	24	-152	-1	22	9	8
CN1CCN(CC(=O)Nc2cc(N(C)C)nc3ccccc23)CC1	-6	-8	-1.6	-23	5	1	18	10	-4
CCc1cccc(CC)c1NC(=O)CSc1nc2ccc(N3C(=O)C4C5C=CC(C5)C4C3=O)cc2s1 (stereo unspecified)	2	26	-1.0	10	8	0	29	10	-1
C/C(=N\NC(=O)C(O)c1ccccc1)c1ccc(Cl)s1 (stereo unspecified)	-3	17	0.2	11	42	2	16	15	1
COC(=O)c1cccc(S(=O)(=O)N(Cc2ccco2)Cc2cc3cc(OC)ccc3[nH]c2=O)c1	3	-16	-0.6	15	31	-2	17	3	1
COc1ccc(S(=O)(=O)N2CCC(Cc3ccccc3)CC2)cc1NC(C)=O	1	3	-2.0	-8	10	-1	9	18	-5
O=C(CN1C2=NCCN2c2ccccc21)c1ccc2c(c1)OCO2	-3	1	-2.4	-8	20	0	-4	19	-2
OC(COCc1ccccc1)CN1CCN(c2ccccc2F)CC1 (stereo unspecified)	-2	21	-2.0	6	-16	1	3	11	3
CC(=O)Nc1cccc(NC(=O)Nc2ccc(C(C)=O)cc2)c1	-16	-3	1.3	8	12	13*	13	-1	2
CCOc1ccc(N2CSC3=C(C#N)C(c4ccco4)CC(=O)N3C2)cc1 (stereo unspecified)	4	14	2.3	9	-8	1	32	6	-2
Cc1cc(C)cc(NC(=S)Nc2ccc(Cl)c(Cl)c2)c1	-3	79*	-0.7	43*	20	22*	62*	25	-2
CCOC(=O)CSc1nc(N2CCOCC2)c2c(c1C#N)CC(C)(C)OC2	-1	16	-0.7	29	1	0	0	30	-1
